Source: PubChem BioAssay
GSK3B inh: blocks human GSK3beta kinase activity. AID 2097. GST-GSK3beta kinase, ADP-Glo luminescence, 60 min; stronger effect = lower value. P49841. actives 0.038% (n = 300,000). activity score (negative = inhibition), % at 10 µM;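 active = more than half of replicate wells score below -50%, meaning over 50% inhibition versus plate controls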;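 note: 0% = median DMSO wells and -100% = median GW8510 positive control wells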
Target sequence (P49841 whole entry, looked up): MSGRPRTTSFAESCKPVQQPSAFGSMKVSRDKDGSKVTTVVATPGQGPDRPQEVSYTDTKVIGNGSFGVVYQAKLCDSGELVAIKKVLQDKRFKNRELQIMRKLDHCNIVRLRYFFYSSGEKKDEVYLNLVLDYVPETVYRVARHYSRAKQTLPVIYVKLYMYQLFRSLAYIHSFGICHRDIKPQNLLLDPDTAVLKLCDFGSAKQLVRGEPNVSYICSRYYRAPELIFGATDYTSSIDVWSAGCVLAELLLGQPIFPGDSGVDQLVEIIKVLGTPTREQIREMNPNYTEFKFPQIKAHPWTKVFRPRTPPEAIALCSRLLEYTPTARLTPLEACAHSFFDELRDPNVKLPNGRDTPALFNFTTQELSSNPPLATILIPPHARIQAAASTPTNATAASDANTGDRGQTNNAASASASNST
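test system = GST-tagged human GSK3beta kinase, cell-free | reagent = 25 µM ATP with peptide substrate | dosing = one dose of 10 µM per compound | schedule = 60 min reaction, RT | detection = luminescent ADP-Glo measurement of ADP formed | control set = DMSO neutral wells and GW8510 at 20 µM as positive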
IEC-6 cytotox: IEC-6 cytotoxicity, counter-screen for KLF5 inhibitors; AID 1825; inhibition, % at 5 µM; luminescence viability; actives 0.78% (n = 290,000); in the data active = inhibition above about 22%;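 note: 0% = plate median of test compound wells and 100% = cytotoxic reference compound wells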
AI-2 QS mod: Vibrio harveyi AI-2 quorum sensing modulation | Vibrio harveyi JMH597 AI-2 luminescence/OD600 ratio, 9 h; stronger effect = lower value; strain lacks LuxN and CqsS sensors; 0 = neutral-control median | activity change, % at 7.5 µM | actives 0.4% (n = 300,000) | AID 2094; in the data active = activity change below about -75%, passing the limit was not always enough;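 note: luminescence divided by OD600 gain over 9 h not by final OD600 alone; inactives centre near 13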
PolyA inhibitor: inhibitors of polyadenylation in S. cerevisiae | S. cerevisiae SKY197-pL101 polyadenylation reporter, beta-gal luminescence; efflux-impaired pdr1/pdr3 knockout yeast; score 100 = 6 SD above DMSO | calls only at 12 µM | actives 0.02% (n = 300,000);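 active = lowest replicate activity score at least 50, where 100 means six control SD above control mean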;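 note: yeast exposed to compound for 9 h at 30 °C; higher score means more reporter readthrough which indicates perturbed polyadenylation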
aSyn 5UTR inh: MLPCN primary screen, SNCA 5' untranslated region | AID 1813 | alpha-synuclein 5'UTR reporter, inhibitor activity | actives 0.82% (n = 300,000) | inhibition, % (tested at 7.5 µM); in the data active = inhibition above about 60%;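 note: H4 neuroglioblastoma cells stably carrying SNCA 5'UTR luciferase fusion; 0% = DMSO wells and 100% = positive control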
KLF5 inh: suppresses KLF5 promoter-driven expression | actives 0.23% (n = 290,000) | inhibition, % at 5 µM | DLD-1 KLF5 promoter-luciferase reporter, luminescence;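 active = inhibition above a per-plate limit of that plate's mean compound inhibition plus 3 SD, cut at about 60% in these data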;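 note: 0% = DMSO wells and 100% = LY294002 at 200 µM; higher means less KLF5 promoter-driven luciferase light; inactives centre near -14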
HSF-1 act: increases HSF-1 driven luciferase reporter signal | NIH3T3-HGL HSF-1 luciferase reporter, MG132, 8 h; 100% = twice DMSO control signal | activation, % at 9 µM | actives 1.7% (n = 300,000);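 active = mean replicate activation of at least 50% with a set share of replicates each reaching 50%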;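 note: 0% = median of the neutral control wells and 100% = twice that signal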
HSF1 inhib: HSF1 inhibition | NIH3T3-HGL HSE-luciferase, MG132-induced, luminescence 8 h; stronger effect = lower value | activity change, negative = inhibition, % at 7.5 µM (by protocol) | actives 0.77% (n = 300,000);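 active = more than half of replicate wells show activity change below -50%, luminescence cut by over half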;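 note: luciferase reports HSF-1 transcriptional activity via heat shock element; 0% = median of DMSO wells and -100% = zero luminescence signal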
GSK3A inh: inhibitors of human GSK-3 alpha kinase. actives 0.1% (n = 320,000). AID 2650. P49840. inhibition, % at 10 µM. ADP-Glo luminescence, 60 min;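 in the data active = inhibition above about 50%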;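 note: GST-tagged GSK-3 alpha with peptide substrate and 25 µM ATP; 0% = DMSO neutral wells and 100% = GW8510 positive control wells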
Target sequence (P49840 whole entry, looked up): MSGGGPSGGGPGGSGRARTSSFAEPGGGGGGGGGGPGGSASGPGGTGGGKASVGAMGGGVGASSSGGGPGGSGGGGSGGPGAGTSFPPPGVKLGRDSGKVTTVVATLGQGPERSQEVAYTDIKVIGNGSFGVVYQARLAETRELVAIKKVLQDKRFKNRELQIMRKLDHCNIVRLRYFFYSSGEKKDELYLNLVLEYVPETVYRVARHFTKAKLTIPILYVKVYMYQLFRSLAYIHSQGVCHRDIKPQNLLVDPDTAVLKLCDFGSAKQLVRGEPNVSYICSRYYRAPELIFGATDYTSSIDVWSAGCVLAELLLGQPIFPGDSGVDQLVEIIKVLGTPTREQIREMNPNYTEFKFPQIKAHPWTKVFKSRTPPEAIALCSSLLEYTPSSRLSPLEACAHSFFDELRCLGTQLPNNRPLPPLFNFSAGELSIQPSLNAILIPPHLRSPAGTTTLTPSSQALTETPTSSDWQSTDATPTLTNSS
HSP90 refold inh: inhibitors of HSP90 luciferase refolding in rabbit reticulocyte lysate; inhibition, % at 5.6 µM; actives 0.91% (n = 290,000); luciferase refolding luminescence, 3 h;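 active = inhibition above the screen-wide mean plus 3 SD, computed separately per campaign, cut at about 16% in these data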;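 note: 0% = DMSO wells and 100% = 60 µM geldanamycin wells; inhibitors lower the luminescence because luciferase stays unfolded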
Numbers without * were called inactive. This is a subset; rates above refer to the full screens.

Screening Cc1cc(=O)oc2cc(OCC(=O)NC(Cc3c[nH]c4ccc(O)cc34)C(=O)O)c(Cl)cc12 (stereo unspecified) returned GSK3B inh 2, IEC-6 cytotox -3, AI-2 QS mod 23, PolyA inhibitor inactive, aSyn 5UTR inh 11, KLF5 inh -5, HSF-1 act -8, HSF1 inhib -2, GSK3A inh 0 and HSP90 refold inh 0.
For Cc1cccc(NC(=O)/C(C#N)=C/c2ccccc2O)n1 the results were GSK3B inh 0, IEC-6 cytotox 5, AI-2 QS mod 4, PolyA inhibitor inactive, aSyn 5UTR inh -140, KLF5 inh -82, HSF-1 act 77*, HSF1 inhib 28 and HSP90 refold inh 2.
For CCn1c(SCC(=O)NCC2CCCO2)nc2c([nH]c3ccccc32)c1=O (stereo unspecified) the results were GSK3B inh 1, IEC-6 cytotox 3, AI-2 QS mod 20, PolyA inhibitor inactive, aSyn 5UTR inh 27, KLF5 inh -10, HSF-1 act 46, HSF1 inhib 13, GSK3A inh 1 and HSP90 refold inh 3.
Screening CCOC(=O)C1CCN(C(=O)Nc2ccc(OC)c(OC)c2)CC1 returned GSK3B inh 4, IEC-6 cytotox 1, AI-2 QS mod 10, PolyA inhibitor inactive, KLF5 inh -25, GSK3A inh -1 and HSP90 refold inh -2.
Screening O=C(Cc1cccs1)Nc1cccc(C(=O)Nc2ccco2)c1 returned IEC-6 cytotox 10, KLF5 inh 22, GSK3A inh 0 and HSP90 refold inh 3.
`O=C(NNC(=O)c1ccccc1Br)c1cccs1` gave IEC-6 cytotox 0, PolyA inhibitor inactive, aSyn 5UTR inh -51, KLF5 inh -33, HSF-1 act 31, HSF1 inhib 6, GSK3A inh -1 and HSP90 refold inh 1.
`COc1ccc(Cc2nnc(SCc3c(C)noc3C)n2C2CCCCC2)cc1OC` gave GSK3B inh 1, IEC-6 cytotox -7, AI-2 QS mod 10, PolyA inhibitor inactive, aSyn 5UTR inh -28, KLF5 inh -21, HSF-1 act -1, HSF1 inhib 6, GSK3A inh -4 and HSP90 refold inh 2.
Cc1ccccc1NC(=O)C1CCN(c2cnccn2)CC1 was read as GSK3B inh 1, IEC-6 cytotox -6, AI-2 QS mod 10, PolyA inhibitor inactive, aSyn 5UTR inh 24, KLF5 inh -33, HSF-1 act 2, HSF1 inhib -16, GSK3A inh 3 and HSP90 refold inh -1.
Screening Nc1nnc(-c2ccco2)s1 returned GSK3B inh 5, IEC-6 cytotox 6, AI-2 QS mod 9, PolyA inhibitor inactive, aSyn 5UTR inh 2, KLF5 inh -19, HSF-1 act 1, HSF1 inhib -1, GSK3A inh -2 and HSP90 refold inh 6.
For Cc1cc(=O)oc(C)c1C(=O)Nc1ccc(N(C)C)cc1 the results were GSK3B inh -3, IEC-6 cytotox 2, AI-2 QS mod 3, PolyA inhibitor inactive, aSyn 5UTR inh -9, KLF5 inh -26, HSF-1 act 16, HSF1 inhib 4, GSK3A inh 6 and HSP90 refold inh -1.
For Cc1ccc2cc(CN(CC3CCCO3)S(=O)(=O)c3ccc4c(c3)OCCO4)c(=O)[nH]c2c1C (stereo unspecified) the results were GSK3B inh 1, IEC-6 cytotox 7, AI-2 QS mod -1, PolyA inhibitor inactive, aSyn 5UTR inh -108, KLF5 inh -10, HSF-1 act -1, HSF1 inhib 3, GSK3A inh 3 and HSP90 refold inh 1.
O=P(COCCOCP(=O)(c1ccccc1)c1ccccc1)(c1ccccc1)c1ccccc1 was read as GSK3B inh 2, IEC-6 cytotox 6, AI-2 QS mod -6, PolyA inhibitor inactive, aSyn 5UTR inh -10, KLF5 inh -44, HSF-1 act 9, HSF1 inhib 0, GSK3A inh 31 and HSP90 refold inh -2.
`COc1cc(OC)cc(C(=O)NC(=S)Nc2ccc(NC(=O)c3ccco3)cc2)c1` gave GSK3B inh 3, IEC-6 cytotox 14, AI-2 QS mod 22, PolyA inhibitor inactive, aSyn 5UTR inh -7, KLF5 inh -44, HSF-1 act -1, HSF1 inhib 8, GSK3A inh -2 and HSP90 refold inh -4.
CN(C)S(=O)(=O)c1cccc(-c2nnc(-c3ccccc3)o2)c1 was read as GSK3B inh 3, IEC-6 cytotox 0, AI-2 QS mod 11, PolyA inhibitor inactive, aSyn 5UTR inh -113, KLF5 inh -129, HSF-1 act 38, HSF1 inhib 30, GSK3A inh -3 and HSP90 refold inh 4.
For COc1cccc(C(=O)OCC(=O)NCCc2ccccc2)c1OC the results were GSK3B inh 1, IEC-6 cytotox -2, AI-2 QS mod 11, PolyA inhibitor inactive, aSyn 5UTR inh -12, KLF5 inh -30, HSF-1 act 0, HSF1 inhib -6, GSK3A inh 0 and HSP90 refold inh -3.
Screening O=C1c2ccccc2NC(c2ccc(-c3cccc([N+](=O)[O-])c3)o2)N1O (stereo unspecified) returned GSK3B inh 3, IEC-6 cytotox 2, AI-2 QS mod 41, PolyA inhibitor inactive, aSyn 5UTR inh 27, KLF5 inh -5, HSF-1 act 32, HSF1 inhib 9, GSK3A inh -2 and HSP90 refold inh 1.
Screening COc1ccc(C(=O)NCCc2nnc3ccc(SCC(=O)NCc4ccccc4)nn23)cc1 returned GSK3B inh 0, IEC-6 cytotox -4, AI-2 QS mod 29, PolyA inhibitor inactive, aSyn 5UTR inh -1, KLF5 inh -11, HSF-1 act 2, HSF1 inhib 4, GSK3A inh 0 and HSP90 refold inh -9.
`Cc1oc(-c2cccc3ccccc23)nc1CN1CCN(c2ncnc3ccccc23)CC1` gave GSK3B inh 0, IEC-6 cytotox -7, AI-2 QS mod 15, PolyA inhibitor inactive, aSyn 5UTR inh 12, KLF5 inh -6, HSF-1 act 8, HSF1 inhib -2, GSK3A inh 1 and HSP90 refold inh -3.
COc1ccc(OC)c(C2C(C(=O)c3sc(C)nc3C)=C(O)C(=O)N2CCN2CCOCC2)c1 (stereo unspecified) was read as GSK3B inh 6, IEC-6 cytotox 0, AI-2 QS mod 18, PolyA inhibitor inactive, aSyn 5UTR inh 1, KLF5 inh -30, HSF-1 act -4, HSF1 inhib -1, GSK3A inh 0 and HSP90 refold inh -2.
Cc1ccc(C(=O)N2CCCC(CCC(=O)NCc3ccccc3F)C2)cn1 (stereo unspecified) was read as GSK3B inh 1, IEC-6 cytotox -3, AI-2 QS mod 5, PolyA inhibitor inactive, aSyn 5UTR inh -12, KLF5 inh 1, HSF-1 act -2, HSF1 inhib -1, GSK3A inh 3 and HSP90 refold inh 0.
Screening CCOC(=O)C(Cc1c[nH]c2ccccc12)NC(=O)CNC(C)=O (stereo unspecified) returned GSK3B inh 1, IEC-6 cytotox -6, AI-2 QS mod 24, PolyA inhibitor inactive, aSyn 5UTR inh -7, KLF5 inh -6, HSF-1 act 5, HSF1 inhib -12, GSK3A inh -1 and HSP90 refold inh 1.
For Cn1c(=O)c2c(nc(N3CCC(C(N)=O)CC3)n2CCSc2nc3ccccc3s2)n(C)c1=O the results were GSK3B inh -3, AI-2 QS mod 3, PolyA inhibitor inactive, aSyn 5UTR inh -2, HSF-1 act 1, HSF1 inhib -4 and GSK3A inh 0.
`Cc1cc(C(=O)Nc2ccccc2C(=O)O)ccc1NC(=O)COc1ccccc1Cl` gave GSK3B inh 2, IEC-6 cytotox -6, AI-2 QS mod 17, PolyA inhibitor inactive, aSyn 5UTR inh -22, KLF5 inh -20, HSF-1 act 13, HSF1 inhib -2, GSK3A inh -1 and HSP90 refold inh 4.
For COc1cc(-c2nc(-c3cccc(C(F)(F)F)c3)no2)cc(OC)c1OC the results were GSK3B inh -2, IEC-6 cytotox 1, AI-2 QS mod 10, PolyA inhibitor inactive, aSyn 5UTR inh 6, KLF5 inh -25, HSF-1 act -6, HSF1 inhib -3, GSK3A inh 1 and HSP90 refold inh -2.
Screening Cc1ccc(S(=O)(=O)Nc2c(C)[nH]c(=O)[nH]c2=O)cc1C returned GSK3B inh 5, IEC-6 cytotox -9, AI-2 QS mod 26, PolyA inhibitor inactive, aSyn 5UTR inh 26, KLF5 inh -32, HSF-1 act -20, HSF1 inhib -2, GSK3A inh 0 and HSP90 refold inh 4.
Cc1ccc2oc(-c3ccc(C)c(NC(=O)Cc4cccs4)c3)nc2c1 was read as GSK3B inh -1, IEC-6 cytotox -13, AI-2 QS mod 0, PolyA inhibitor inactive, aSyn 5UTR inh -142, KLF5 inh 5, HSF-1 act 24, HSF1 inhib 10, GSK3A inh -1 and HSP90 refold inh -2.
For NC(=O)NC(CC(=O)NCc1ccc2c(c1)OCO2)c1ccccc1Cl (stereo unspecified) the results were GSK3B inh 1, IEC-6 cytotox -4, AI-2 QS mod 8, PolyA inhibitor inactive, aSyn 5UTR inh -2, KLF5 inh -19, HSF-1 act -5, HSF1 inhib -5, GSK3A inh 2 and HSP90 refold inh 0.
O=C(NCC1CCCO1)C1CCN(c2ccc(S(=O)(=O)N3CCCC3)cc2)CC1 (stereo unspecified) was read as GSK3B inh 12, IEC-6 cytotox 0, AI-2 QS mod -9, PolyA inhibitor inactive, aSyn 5UTR inh 10, KLF5 inh -20, HSF-1 act 1, HSF1 inhib -3 and HSP90 refold inh 0.
CC(=O)c1ccc(NC(=O)c2noc(C)c2[N+](=O)[O-])cc1 was read as GSK3B inh 0, IEC-6 cytotox -4, AI-2 QS mod 19, PolyA inhibitor inactive, aSyn 5UTR inh -40, KLF5 inh -18, HSF-1 act -17, HSF1 inhib -12, GSK3A inh -1 and HSP90 refold inh -3.
Screening CCOC(=O)C1=C(C)N(Cc2ccccc2)C(=O)NC1c1ccc(OC)cc1 (stereo unspecified) returned GSK3B inh -15, IEC-6 cytotox -6, AI-2 QS mod -7, PolyA inhibitor inactive, aSyn 5UTR inh 0, KLF5 inh 1, HSF-1 act -4, HSF1 inhib 4, GSK3A inh 1 and HSP90 refold inh 3.
For COc1ccc(C(CNC(=O)COc2ccc([N+](=O)[O-])cc2)N2CCCCC2)cc1 (stereo unspecified) the results were GSK3B inh -1, IEC-6 cytotox 5, AI-2 QS mod 4, PolyA inhibitor inactive, aSyn 5UTR inh 20, KLF5 inh 4, HSF-1 act -18, HSF1 inhib -9 and HSP90 refold inh 0.
Screening CCCCn1c(-c2ccc(OC)cc2)nc2c(=O)n(C)c(=O)[nH]c21 returned GSK3B inh -4, IEC-6 cytotox -3, AI-2 QS mod 27, PolyA inhibitor inactive, aSyn 5UTR inh -7, KLF5 inh -35, HSF-1 act 2, HSF1 inhib 0, GSK3A inh -2 and HSP90 refold inh -4.
CC(NS(=O)(=O)c1ccccc1)C(c1cccs1)N1CCN(C)CC1 (stereo unspecified) was read as GSK3B inh 2, IEC-6 cytotox 0, AI-2 QS mod 2, PolyA inhibitor inactive, aSyn 5UTR inh -8, KLF5 inh -21, HSF-1 act 0, HSF1 inhib 3, GSK3A inh 3 and HSP90 refold inh 1.
`Clc1ccc(-c2ccc(C=Nc3ccc(N4CCOCC4)cc3)o2)c(Cl)c1` gave GSK3B inh 2, IEC-6 cytotox -3, AI-2 QS mod 16, PolyA inhibitor inactive, aSyn 5UTR inh 22, KLF5 inh -8, HSF-1 act -11, HSF1 inhib 0, GSK3A inh 0 and HSP90 refold inh 3.
